Pin1 inh: qHTS Assay to Find Inhibitors of Pin1; Potency, µM (highest dose often 115 µM), inactives show at the top dose activity, negative = inhibition, most hits filed as inhibitors; actives 0.009% (n = 390,000); Pin1 FP peptide displacement, HiFluor488, 10 min; active = well fitted inhibition curve with a large enough effect in the polarisation, with a control signal flat, not every such curve was filed as active; inconclusive = small, poorly fitted or top-dose-only effect, or effect the other way, or a change in a side signal; inactive = no such curve, though single readings can be large or run the other way; the % refers to the polarisation; also: % is scaled to controls: 0 for no effect and ±100 for the full control effect
HP1b binding inh: HTS for Inhibitors of HP1-beta Chromodomain Interactions with Methylated Histone Tails; AID 540317, 2011; Potency, µM (titrated, usually from 114 µM), without a hit: at the top dose activity change, negative = inhibition, usual class: inhibitors; AlphaScreen HP1-beta / biotin-H3K9me3 peptide binding; Chromobox protein homolog 1 (Homo sapiens), P83916; actives 0.56% (n = 390,000); also: nearly all actives have a fitted effect of over 70% in size; inactives centre near 23
Target sequence (P83916 whole entry, looked up): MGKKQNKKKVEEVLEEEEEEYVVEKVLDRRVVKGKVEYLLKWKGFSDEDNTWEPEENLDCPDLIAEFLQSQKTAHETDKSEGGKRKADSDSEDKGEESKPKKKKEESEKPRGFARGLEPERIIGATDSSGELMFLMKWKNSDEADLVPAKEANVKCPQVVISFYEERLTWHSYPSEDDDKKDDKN
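Compound inhibition of the preformed complex between 50 nM HP1-beta and 50 nM biotinylated H3K9me3 peptide was read by AlphaScreen. Buffer was PBS pH 7.4 with 0.01% Tween-20. Incubations ran 30 min at room temperature, with 10 ug/mL donor/acceptor beads.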
PGK inhibitor: qHTS Assay to Find Inhibitors of Phosphoglycerate Kinase. Potency, µM (doses to about 57.5 µM), for inactives: top-dose activity change, negative = inhibition, usual class: inhibitors. PGK/GAPDH coupled, Kinase-Glo luminescence, 60 min. actives 0.043% (n = 380,000). Phosphoglycerate kinase, glycosomal (Trypanosoma brucei brucei), P07378. AID 602233, 2012; also: % is scaled to controls: 0 for no effect and ±100 for the full control effect; nearly all actives have a fitted effect of over 60% in size
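Recombinant glycosomal PGK reaction used 1,3-bisphosphoglycerate generated in-well by GAPDH (100nM final) in 100mM TEA pH 7.6, 5mM MgCl2, 0.01% Tween-20. After 60 minutes at room temperature, ATP was read by Kinase-Glo Plus luminescence end-point.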
TrxR1 inh: qHTS Assay for Inhibitors of Mammalian Selenoprotein Thioredoxin Reductase 1 (TrxR1): qHTS; Potency, µM (highest dose often 114 µM), inactives show top-dose activity change, negative = inhibition, actives largely listed as inhibitors; recombinant rTrxR1, NADPH fluorescence consumption, selenite substrate; actives 1% (n = 390,000); also: % is scaled to controls: 0 for no effect and ±100 for the full control effect; nearly all actives have a fitted effect of over 65% in size
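Rat TrxR1 (90 nM in the dispensed reagent) was pre-reduced with 400 uM NADPH for 5 min at room temperature, then incubated with compound for 15 min. After 400 uM selenite was added, NADPH fluorescence (Ex 340/Em 450 nm) was followed for 8 min.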
RGS4 inhibitor: Inhibitors of Regulator of G Protein Signaling (RGS) 4: qHTS. Regulator of G-protein signaling 4 (Homo sapiens), P49798. Transcreener GDP fluorescence polarization, RGS4-accelerated GTP hydrolysis. Potency, µM (doses to about 114 µM), without a hit: at the top dose activity change, negative = inhibition, hits mostly inhibitors. actives 0.039% (n = 390,000). AID 504845, 2011; also: % is scaled to controls: 0 for no effect and ±100 for the full control effect; nearly all actives have a fitted effect of over 75% in size; some results filed as inactive show a strong effect at the top dose
Target sequence (P49798 whole entry, looked up): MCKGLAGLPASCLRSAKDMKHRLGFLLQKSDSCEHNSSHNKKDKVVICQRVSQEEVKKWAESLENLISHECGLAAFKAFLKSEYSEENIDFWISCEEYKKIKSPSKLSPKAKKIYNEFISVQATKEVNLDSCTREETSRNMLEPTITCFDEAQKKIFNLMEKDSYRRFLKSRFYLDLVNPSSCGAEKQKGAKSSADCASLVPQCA
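MLSMR compounds (23 nl, pin-transferred) preincubated 10 min at room temperature with a 500nM (2x) first reagent, then RGS4 at 900nM (2x) plus Transcreener GDP mix added; fluorescence polarization (620/688 nm) read before and after 90 min at 30 °C.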
JMJD2A Tudor inh: qHTS Assay for Inhibitors of JMJD2A-Tudor Domain | Lysine-specific demethylase 4A (Homo sapiens), O75164 | AlphaScreen JMJD2A-Tudor / H3K4me3 peptide binding | Potency, µM (doses to about 114 µM), inactives show top-dose activity change, negative = inhibition, actives largely listed as inhibitors | actives 4.4% (n = 390,000) | AID 504339, 2011; also: % is scaled to controls: 0 for no effect and ±100 for the full control effect; nearly all actives have a fitted effect of over 50% in size
ALOX12 inh: Primary qHTS assay for inhibitors of human arachidonate 12S-lipoxygenase (ALOX12): Round 2. purified 12hLO, xylenol orange hydroperoxide absorbance. Potency, µM (doses to about 108 µM), for the others: top-dose activity change, negative = inhibition, most hits filed as inhibitors. actives 1.1% (n = 580,000); also: % is scaled to controls: 0 for no effect and ±100 for the full control effect
Target sequence (P18054 whole entry, looked up): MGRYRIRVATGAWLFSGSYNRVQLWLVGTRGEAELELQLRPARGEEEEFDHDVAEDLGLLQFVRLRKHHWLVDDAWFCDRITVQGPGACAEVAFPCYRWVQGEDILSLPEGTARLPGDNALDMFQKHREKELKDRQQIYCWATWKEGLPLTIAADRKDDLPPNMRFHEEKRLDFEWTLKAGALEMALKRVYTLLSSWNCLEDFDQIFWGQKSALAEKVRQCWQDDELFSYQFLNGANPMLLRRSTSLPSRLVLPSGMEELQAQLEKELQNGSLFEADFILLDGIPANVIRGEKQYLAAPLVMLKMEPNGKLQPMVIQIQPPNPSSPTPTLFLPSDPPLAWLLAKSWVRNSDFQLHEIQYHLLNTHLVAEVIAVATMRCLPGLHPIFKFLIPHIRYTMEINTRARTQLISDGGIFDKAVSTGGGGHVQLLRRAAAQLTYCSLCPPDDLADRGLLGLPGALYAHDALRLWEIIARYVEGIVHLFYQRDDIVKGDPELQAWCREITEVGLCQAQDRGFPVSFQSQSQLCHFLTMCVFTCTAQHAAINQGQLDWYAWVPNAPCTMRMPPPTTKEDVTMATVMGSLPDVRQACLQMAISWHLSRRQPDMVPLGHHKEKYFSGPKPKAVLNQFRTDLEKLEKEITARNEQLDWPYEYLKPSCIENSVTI
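Purified human 12hLO at 150 nM in 25 mM Hepes, 0.01% Triton X-100, pH 7.0, preincubated 15 min at room temperature with compound. Reaction started with 40 uM arachidonic acid, 30 min at room temperature. Hydroperoxide measured by Fe-xylenol orange, 573/405 nm absorbance ratio.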
ERG Ets-DNA blk: qHTS for Small Molecule Inhibitors of the ERG Ets/DNA interaction; Potency, µM (series often up to 76.9 µM), for the others: at the top dose FP activity, negative = inhibition, hits mostly inhibitors; actives 0.028% (n = 370,000); Transcriptional regulator ERG (Homo sapiens), P11308; fluorescence polarization, His-ERG Ets domain / labelled DNA; active = well fitted inhibition curve with a large enough effect in the polarisation, with a control signal flat; inconclusive = small, poorly fitted or top-dose-only effect, or effect the other way, or a change in a side signal; inactive = no such curve, though single readings can be large or run the other way; the % refers to the polarisation;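 also: polarization taken with two DNA probes labelled with fluorescein and Texas red; % of control where 0% means no effect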
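His-tagged ERG Ets domain (1 uM in the protein solution; 300mM KCl, 50mM Tris-HCl, 1mM EDTA, 1mM DTT, pH 7.5) received compound, then a probe mix of 5 nM fluorescein-DNA and 100nM Texas-615-DNA. Fluorescence polarization was read for both dyes.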
GLS inh: qHTS for Inhibitors of Glutaminase (GLS); GLS enzymatic activity, qHTS titration; Potency, µM (top dose mostly 45.5 µM), for inactives: top-dose activity change, negative = inhibition, hits mostly inhibitors; actives 0.21% (n = 410,000); AID 624170, 2012; also: % is scaled to controls: 0 for no effect and ±100 for the full control effect
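hKGA in 45 mM KH2PO4 (pH 8.2), 0.02% Tween-20 with compound, then 1mM L-Glutamine (stock as added) plus glutamate oxidase/HRP/Amplex red coupling mix. Fluorescence read initially and after 30 min at RT; signal change reflects glutamate formation.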
Numbers without * were called inactive; i = inactive; ? = inconclusive; · = no result given; [ ] = remark or other dose. Unless noted, calls follow the shape of the dose curve; as a rule, active = well fitted curve in the direction sought with a large enough effect; inconclusive = small, poorly fitted or top-dose-only effect, or another doubt; inactive = no such curve, though single readings can be large; an effect the other way counts as inactive or inconclusive. Potency is read from the fitted curve at half-maximal effect. This is a subset, so the mix of outcomes need not match the whole.

Pin1 inh	HP1b binding inh	PGK inhibitor	TrxR1 inh	RGS4 inhibitor	JMJD2A Tudor inh	ALOX12 inh	ERG Ets-DNA blk	GLS inh	compound
0%	23%	-7%	15%	4%	-14%	-12%	4%	18%	CCC(O)(CC)C(=O)N(Nc1ccc(C)cc1)c1ccc(C)cc1
-3%	4%	-7%	-4%	-9%[11.4 µM]	-24%[11.4 µM]	·	7%	-4%	COc1ccc(C2NCCc3c2[nH]c2ccccc32)cc1CN1CCc2cc(OC)c(OC)cc2C1C (stereo unspecified)
-9%	12%	-5%	19%	-9%	-18%	-14%	·	22%	CC(Oc1ccccc1Cl)C(=O)N(Cc1ccco1)C1CCS(=O)(=O)C1 (stereo unspecified)
10%	-1%	·	3%	14%	-24%	2%	-4%	8%	CN1CCN(c2nc(-c3cccs3)nc3ccccc23)CC1
-9%	16%	6%	21%[57.1 µM]	7%	-3%	-9%	8%	0%	Cc1cc(N2CC(C)OC(C)C2)nc(C(C)C)n1 (stereo unspecified)
0%	-30%	-5%	?	-50%	?	?	-1%	11%	CCOC(=O)c1ccc(NC(=S)NNC(=O)c2cc(-c3cccnc3)nc3ccccc23)cc1
-4%	19%	-7%	11%	10%	-24%	6%	-12%	0%	O=C(NCC(c1ccco1)N1CCN(c2ccc(F)cc2)CC1)C1CCCCC1 (stereo unspecified)
-4%	41%[activator]	-10%	7%	1%	-15%	-2%	0%	-7%	O=C(NCCc1nnc2ccc(NCc3ccc(F)cc3)nn12)c1ccccc1
?	-12%	-7%[11.5 µM]	?	-22%	?	·	·	37%[activator]	COc1cccc(N2C(=O)CC(Nc3ccc(N4CCOCC4)cc3)C2=O)c1 (stereo unspecified)
2%	7%	-5%	-10%	4%	-36%	-19%	1%	8%	COc1ccc(-c2cn[nH]c2-c2ccc(OCc3ccc([N+](=O)[O-])cc3)cc2O)cc1
-2%	28%	-6%	8%	5%	-8%	-14%	-2%	?	COc1ccc(C2c3c(-c4ccccc4)n[nH]c3C(=O)N2c2ccc(C(=O)O)cc2)c(OC)c1 (stereo unspecified)
6%	10%	8%	-9%	5%	0%	?	-4%	-3%	COc1ccc(Br)cc1CNCC1CCCO1 (stereo unspecified)
-1%	24%	-8%	24%[57.1 µM]	-3%	-29%	?	0%	?	NNc1nc(-c2ccccc2)c2cc(Cl)ccc2n1
-10%	36%	-8%	5%	3%	-26%	13%	3%	1%	COc1ccc(CCNC(=S)NC2CCN(Cc3ccccc3)CC2)cc1OC
1%	?	-5%	36%[activator][57.1 µM]	?	?	-8%	2%	-11%	COC(=O)c1c(NC(C)=O)sc(C(=O)Nc2ccccc2OC)c1C
-1%	-12%	-8%	0%[57.1 µM]	-31%	-14%	-25%	2%	-8%	CCc1ccc(NC(=S)Nc2ccc3cn[nH]c3c2)cc1
-1%	-7%	-2%	9%[57.1 µM]	12%	?	-1%	-7%	5%	Cc1ccc(C)c(S(=O)(=O)N2CCCC2CNC(=O)c2ccc([N+](=O)[O-])cc2)c1 (stereo unspecified)
-2%	13%	-6%	-11%	-9%	-35%	?	-17%	-5%	C=C1CCN(c2ccc(C(=O)NCCC)cc2[N+](=O)[O-])CC1
-1%	36%	7%	5%	-14%	-3%	-9%	16%	-4%	O=[N+]([O-])c1ccc(COn2nnc3ccccc32)cc1
5%	17%	7%	4%	-12%	-7%	30%[activator]	3%	5%	Cc1cc(C[n+]2ccsc2N)c2ncccc2c1
-5%	42%[activator]	1%	11%	-10%	3%	-9%	3%	-7%	COc1cccc(/C=N/N(C)C2=NS(=O)(=O)c3ccccc32)c1O
-1%	12%	-2%	1%[57.1 µM]	5%	-18%	0%	-7%	4%	O=[N+]([O-])c1cccc(CNC2CCCCCC2)c1
2%	49%[activator]	9%	10%	-1%	-10%	9%	-2%	16%	COc1ccc(NC(=O)CC2C(=O)Nc3ccccc3N2CC(=O)N2CCCC2)cc1 (stereo unspecified)
-1%	41%[activator]	3%	-5%	-5%	-8%	-18%	-7%	14%	COC(=O)c1sccc1NC(=S)N1C(C)CCCC1C (stereo unspecified)
1%	41%[activator]	-2%	12%	16%	-7%	-29%	4%	-1%	CC1CCN(C(C)C(=O)Nc2ccc(S(=O)(=O)N3CCCC3)cc2)CC1 (stereo unspecified)
-8%	47%[activator]	1%	10%[57.1 µM]	20%	-13%	9%	-11%	11%	Cc1ccc(CCNC(=O)c2cccc(NC3=NC4CS(=O)(=O)CC4S3)c2)cc1 (stereo unspecified)
5%	-5%	2%	8%	10%	-29%	-5%	-6%	13%	Cc1cccc2sc(NC(=O)c3ccc(NS(=O)(=O)c4cccs4)cc3)nc12
2%	21%[57 µM]	-3%	17%[57.1 µM]	-7%	-18%	-10%	0%	5%	CCN(CC)CCCNC(=O)CN1C(=O)CCn2nc(-c3cn(C)c4ccccc34)cc21
0%	11%	2%	-7%[57.1 µM]	0%	-14%	7%	-3%	-4%	CC(C)CC(NC(=O)C1CCCCC1)C(=O)NC(C)c1ccccc1 (stereo unspecified)
-4%	29%	i	1%[57.1 µM]	-29%	-3%	0%	·	-7%	COc1cccc(-n2cnnc2SC(C)C(=O)NC2CCCC2)c1 (stereo unspecified)
-5%	94%[activator]	i	-14%	-8%	13%	-14%	-4%	-5%	Cc1cc2n(n1)C(c1ccc3c(c1)OCO3)Nc1ccccc1-2 (stereo unspecified)
2%	35%	-2%	-3%	-30%	-10%	?	-9%	4%	Cc1cccc(NC(=O)c2cc(Cl)nc3ccccc23)c1

Shown with each value named: entries from further up.
> COc1cccc(-n2cnnc2SC(C)C(=O)NC2CCCC2)c1 (stereo unspecified)
  Pin1 inh: -4%; HP1b binding inh: 29%; PGK inhibitor: i; TrxR1 inh: 1%[57.1 µM]; RGS4 inhibitor: -29%; JMJD2A Tudor inh: -3%; ALOX12 inh: 0%; ERG Ets-DNA blk: ·; GLS inh: -7%

> Cc1cc2n(n1)C(c1ccc3c(c1)OCO3)Nc1ccccc1-2 (stereo unspecified)
  Pin1 inh: -5%; HP1b binding inh: 94%[activator]; PGK inhibitor: i; TrxR1 inh: -14%; RGS4 inhibitor: -8%; JMJD2A Tudor inh: 13%; ALOX12 inh: -14%; ERG Ets-DNA blk: -4%; GLS inh: -5%

> Cc1cccc(NC(=O)c2cc(Cl)nc3ccccc23)c1
  Pin1 inh: 2%; HP1b binding inh: 35%; PGK inhibitor: -2%; TrxR1 inh: -3%; RGS4 inhibitor: -30%; JMJD2A Tudor inh: -10%; ALOX12 inh: ?; ERG Ets-DNA blk: -9%; GLS inh: 4%

Remaining list, next part
Pin1 inh	HP1b binding inh	PGK inhibitor	TrxR1 inh	RGS4 inhibitor	JMJD2A Tudor inh	ALOX12 inh	ERG Ets-DNA blk	GLS inh	compound
?	14%	5%	1%	18%	25%	-1%	1%	-1%	COc1cc(/C=N/NC(=O)COc2ccccc2C)ccc1OC(=O)c1cccs1
4%	9%	4%	0%	-10%	-30%	-15%	2%	14%	O=C(CSc1nnc(CN2CCCC2)n1-c1ccc(F)cc1)c1ccc2c(c1)OCO2
-2%	32%	-12%	19%	-13%	-17%	-2%	11%	0%	CC(=O)C1=C(C)NC(=O)CC1c1ccc(Br)cc1 (stereo unspecified)
-1%	-1%	i	8%[57.1 µM]	-2%	-8%	-12%	1%	4%	CC1CCN(S(=O)(=O)CCNC(=O)c2ccc(F)cc2)CC1
-2%	20%	-7%	13%	28%	2%	22%	-5%	-1%	O=C(NCc1cccnc1)c1noc2c1CCCC2
-7%	30%	-3%	11%	-11%	-17%	5%	4%	-2%	O=C(N/N=C1\CCS(=O)(=O)c2ccc(F)cc21)c1ccc([N+](=O)[O-])cc1
-6%	24%	2%	13%	15%	-12%	14%	0%	3%	CCn1cc(C(=O)N[C@@H](CCSC)C(=O)NCCN2CCOCC2)c(=O)c2cc3c(cc21)OCO3
-9%	77%[activator]	-3%	-10%	-5%	24%	?	-1%	7%	CN(c1ccc(Cl)cc1)c1cc(=O)n(C)c2ccccc12
-7%	-6%	-9%	1%	-46%	-21%	-12%	4%	?	S=c1nc2[nH]c3ccccc3c2n[nH]1
1%	27%	-5%	1%[57.1 µM]	7%	-7%	-23%	12%	6%	COc1ccc(NC(=O)CN(C)C(=O)Cn2c(=O)oc3ccccc32)cc1
-16%	13%	-3%	4%[57.1 µM]	-10%	-20%	-13%	-13%	?	CCCc1cc(=O)oc2cc(OCC(=O)NC(Cc3c[nH]c4ccc(O)cc34)C(=O)O)c(Cl)cc12 (stereo unspecified)
0%	61%[activator]	8%	68%[activator]	-20%	-35%	?	1%	-2%	CCc1nc(Nc2ccc(OC)cc2OC)c2oc3ccccc3c2n1
-8%	30%	-1%	-23%	21%	-12%	-4%	-2%	0%	O=[N+]([O-])c1ccc(N2CCC(O)CC2)nc1
-12%	29%	3%	15%	16%	-8%	-24%	-2%	-2%	COc1ccccc1NC(=O)c1nc(SCc2ccc(F)cc2)ncc1Cl

Assay outcomes deposited in PubChem BioAssay by National Center for Advancing Translational Sciences (NCATS).
